Source: PubChem (National Center for Advancing Translational Sciences (NCATS))
aGal spleen mod: alpha-galactosidase A (human) modulation; P06280; human spleen homogenate, 4MU-alpha-Gal fluorescence, 40 min; 240,000 tested, 0.008% active; Potency, µM (titrated, usually from 80 µM), for the others: at the highest dose activity change, negative = inhibition, most hits filed as inhibitors; AID 2107;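 note: 0% = enzyme with vehicle and -100% = no enzyme basal signal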
Target sequence (P06280 32-429 limits assumed): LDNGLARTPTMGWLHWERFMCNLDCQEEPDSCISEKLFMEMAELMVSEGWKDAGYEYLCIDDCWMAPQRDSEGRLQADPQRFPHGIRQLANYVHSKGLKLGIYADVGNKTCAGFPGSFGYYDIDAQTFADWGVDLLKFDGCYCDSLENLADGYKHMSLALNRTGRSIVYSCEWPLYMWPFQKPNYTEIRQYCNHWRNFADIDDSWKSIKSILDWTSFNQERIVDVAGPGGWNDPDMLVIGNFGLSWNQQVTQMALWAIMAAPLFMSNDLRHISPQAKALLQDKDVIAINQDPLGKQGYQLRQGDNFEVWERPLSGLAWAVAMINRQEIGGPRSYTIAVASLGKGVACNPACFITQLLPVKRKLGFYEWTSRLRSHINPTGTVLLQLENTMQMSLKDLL
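Inhibition or activation of alpha-galactosidase in human spleen homogenate is scored by 4-MU fluorescence after 40 min at 37C, pH 5.0, with 1 mM substrate. AC50s come from concentration-response fitted to the Hill equation.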
HTT ATP protect: Huntington cell model cytoprotection by ATP luminescence | PC12 HTT-Q103 induced, cytoprotection, ATP luminescence, 40 h | Potency, µM (titrated, usually from 56.4 µM), for the others: cytoprotection (ATP increase), most hits filed as activators | 230,000 tested, 0.14% active | AID 1471;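 note: % of control where 0% means no effect; nearly all actives have a fitted effect of over 45% in size; toxic huntingtin expression switched on by the ecdysone agonist tebufenozide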
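Cells were plated at 1500 per well in phenol red-free DMEM with 5% equine and 5% calf serum. Tebufenozide (100 nM final) and compounds were added, then ATPlite reagent, and luminescence was read.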
GAA glycogen: GAA glycogen-cleavage inhibition or activation. recombinant GAA, glycogen substrate, Amplex Red glucose oxidase fluorescence. Potency, µM (titrated, usually from 76.4 µM), inactives show at the top dose activity change, negative = inhibition, most hits filed as inhibitors. 300,000 tested, 0.38% active;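 note: 0% = full enzyme reaction and -100% = no-enzyme basal signal; the screen sought inhibitors and activators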
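qHTS, 1536-well; enzyme 4 nM final; cpd up to 77 uM; substrate bovine liver glycogen 30 ug; 50 mM citrate/phosphate pH 5.0, 0.01% Tween-20; 37 C, 40 min; Amplex Red detection 45 min RT; Hill fit → AC50.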
Tau fluor counter: counter-screen for tau fibril formation inhibitors | tau K18 P301L Alexa594 fluorescence, heparin fibrillization | Potency, µM (series often up to 57.7 µM), inactives show at the highest dose activity change, negative = decrease | 280,000 tested, 0.93% active | AID 1463; note: % is set by controls: 0 for no effect and ±100 for the full control effect; nearly all actives have a fitted effect of over 55% in size
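Human tau K18 P301L (15 uM unlabeled, 0.24 uM Alexa 594-labeled) in 100 mM sodium acetate pH 7 with 20 uM heparin, 6 hr at 37 C. ThT 30 uM added, 1 hr ambient; Alexa 594 FP and total fluorescence read at 555/632 nm.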
aGlu spleen mod: lysosomal alpha-glucosidase (human) modulation | P10253 | human spleen homogenate, 4-MU-alpha-glucoside fluorescence | Potency, µM (titrated, usually from 79.9 µM), for inactives: at the highest dose activity change, negative = inhibition, most hits filed as inhibitors | 240,000 tested, 0.006% active | AID 2112;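 note: 0% = enzyme with vehicle and -100% = no enzyme basal signal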
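Compounds were titrated against alpha-glucosidase in spleen homogenate at pH 5.0, with 1 mM 4-methylumbelliferyl substrate for 40 min at 37 C. Reactions were quenched with pH 10 NaOH/glycine and fluorescence measured.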
GAA inh: inhibitors of human lysosomal alpha-glucosidase. purified human GAA, 4-MU-alpha-glucoside fluorescence. Potency, µM (highest dose often 76.9 µM), for inactives: at the top dose activity change, negative = inhibition, actives largely listed as inhibitors. P10253. 200,000 tested, 0.005% active;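 note: plate controls were uninhibited enzyme wells for no effect and no-enzyme background for full effect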
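Activity normalized between no-enzyme (basal) and enzyme-only wells. Conditions: 4 nM human enzyme, 400 uM fluorogenic substrate, citrate/phosphate pH 5.0 with Tween-20, 20 min room temperature, compounds up to 77 uM.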
Tau fibril ThT: blocks human tau fibril formation measured by thioflavin T. 270,000 tested, 2.1% active. Potency, µM (titrated, usually from 57.4 µM), without a hit: at the highest dose activity, negative = inhibition, usual class: inhibitors. AID 1460. recombinant tau K18 P301L, heparin-induced fibrillization, ThT fluorescence; note: % is set by controls: 0 for no effect and ±100 for the full control effect; nearly all actives have a fitted effect of over 55% in size
Target sequence (P10636 561-689 P618L limits assumed): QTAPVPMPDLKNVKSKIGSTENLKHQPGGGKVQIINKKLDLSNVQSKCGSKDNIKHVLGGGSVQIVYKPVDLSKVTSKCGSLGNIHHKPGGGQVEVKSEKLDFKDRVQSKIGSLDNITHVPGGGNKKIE
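ThT emission at 510 nm, taken 1 hr after adding 30 uM dye, quantifies aggregates formed when 20 uM heparin acts on human tau K18 P301L for 6 hr at 37 C.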
Tau fibril FP: inhibitors of human tau fibril formation | P10636 | K18 P301L tau heparin fibrillization, Alexa594 FP, 6 h | Potency, µM (top dose mostly 57.7 µM), for inactives: at the top dose activity, negative = inhibition, usual class: inhibitors | 280,000 tested, 0.39% active | AID 1468; note: % is set by controls: 0 for no effect and ±100 for the full control effect; nearly all actives have a fitted effect of over 55% in size
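Quantitative HTS format: compounds meet 15 uM recombinant K18 P301L tau and Alexa 594-tau tracer in 100 mM sodium acetate pH 7; 20 uM heparin triggers fibrillization at 37 C over 6 hr; FP gives the signal.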
The depositor's hits bear a star; ? = inconclusive; . = no result given; & = joins results of further samples; [ ] = dose if it differs, or a comment. Calls come from the whole dose curve; as a rule, active = well fitted curve in the direction sought with a large enough effect; inconclusive = small, poorly fitted or top-dose-only effect, or another doubt; inactive = no such curve, though single readings can be large; an effect the other way counts as inactive or inconclusive. Potency is the fitted concentration of half-maximal effect.

Preview:
cpd	SMILES	GAA glycogen	aGal spleen mod	GAA inh	aGlu spleen mod	Tau fluor counter	Tau fibril ThT	Tau fibril FP	HTT ATP protect
1	COc1ccc(CCN(CC(=O)NC2CCCC2)C(=O)Cn2nnc(-c3ccc(C)o3)n2)cc1OC	3%	-8%	5%	-2%	4%	8%	5%	5%[10 µM]
2	CC(Nc1cccc2ccccc12)C(=O)N/N=C/c1ccc([N+](=O)[O-])cc1 (configuration not stated)	-5%	1%	-11%	-2%	7.9µM*[quencher]	?	?	-21%[10 µM]
3	COCC(=O)n1nc(-c2ccco2)nc1NCc1ccccc1Cl	0%[76.3 µM]	.	.	.	-9%	-8%	-1%	.
4	CCC1(C)CC(=O)N(c2ccc(C(=O)O)c(O)c2)C1=O (configuration not stated)	5%	3%	-5%	-9%	2%	0%	3%	12%
5	COc1cc2c(cc1NC(=O)c1cc(-c3ccncc3)nc3ccccc13)oc1ccccc12	0%	-10%	-4%	-8%	-30%	-17%	14%	-3%[1.9 µM]

Main list, previewed entries included:
cpd	SMILES	GAA glycogen	aGal spleen mod	GAA inh	aGlu spleen mod	Tau fluor counter	Tau fibril ThT	Tau fibril FP	HTT ATP protect
1	COc1ccc(CCN(CC(=O)NC2CCCC2)C(=O)Cn2nnc(-c3ccc(C)o3)n2)cc1OC	3%	-8%	5%	-2%	4%	8%	5%	5%[10 µM]
2	CC(Nc1cccc2ccccc12)C(=O)N/N=C/c1ccc([N+](=O)[O-])cc1 (configuration not stated)	-5%	1%	-11%	-2%	7.9µM*[quencher]	?	?	-21%[10 µM]
3	COCC(=O)n1nc(-c2ccco2)nc1NCc1ccccc1Cl	0%[76.3 µM]	.	.	.	-9%	-8%	-1%	.
4	CCC1(C)CC(=O)N(c2ccc(C(=O)O)c(O)c2)C1=O (configuration not stated)	5%	3%	-5%	-9%	2%	0%	3%	12%
5	COc1cc2c(cc1NC(=O)c1cc(-c3ccncc3)nc3ccccc13)oc1ccccc12	0%	-10%	-4%	-8%	-30%	-17%	14%	-3%[1.9 µM]
6	O=C(CSc1nc(-c2ccc(F)cc2)[nH]c1-c1ccc(F)cc1)Nc1ccc2c(c1)OCCO2	17%[76.3 µM]	.	.	.	8.9µM*[quencher]	?	-14%	.
7	Cc1cc(C(=O)Nc2c(C)cccc2C)n(-c2ccccc2)n1	17%[76.3 µM]	1%	-4%	2%	1%&-11%	9%&-10%	2%&0%	-31%
8	NC(=O)CSc1nnc(SCc2ccc(F)cc2)s1	25%	2%	-2%	0%	-2%	0%	-2%	-58%[inhibitor]
9	COc1ccc(C(=O)Nc2ccc(S(=O)(=O)NCc3ccco3)cc2)cc1OC	1%	-2%	-8%	-3%	-7%	-13%	-9%	2%[10 µM]
10	CCOC(=O)c1c(C)[nH]c(C)c1C(=O)CN1C(=O)NC(CC(C)C)C1=O (configuration not stated)	9%	-2%	-1%	-10%	-3%	-4%	8%	32%[10 µM]
11	Cn1nnnc1SCC(=O)Nc1ccc(N2CCOCC2)cc1	6%	2%	2%	-6%	-5%	-12%	-4%	3%
12	Cc1ccccc1NC(=O)COC(=O)c1cccnc1	23%	-4%	?	-3%	3%	-1%	3%	.
13	C[C@@H](C(=O)NCc1nc2ccccc2[nH]1)[C@@H]1C[C@@]1(C)[C@@H](NC(=O)OCc1ccccc1)c1ccccc1	.	6%	.	-25%	?	-1%	0%	-45%[inhibitor]
14	COc1ccc(-c2nn(-c3ccccc3C)cc2CNC(C)c2cn(C)nc2C)cc1F (configuration not stated)	-13%	6%	4%	4%	5%	-1%	4%	-4%[10 µM]
15	O=C(C(Sc1ccccc1)c1ccccc1)N1CCOCC1 (configuration not stated)	3%	-2%	5%	-5%	-5%	-2%	11%	14%[10 µM]
16	Cc1nnc(SCC(=O)c2ccccc2)n1Cc1ccccc1	3%	-17%	2%	-8%	-3%	-2%	4%	37%[10 µM]
17	Cc1ccc(C(=O)O)cc1S(=O)(=O)N1CCC(C(=O)O)CC1	-3%	-1%	-2%	-13%	5%	-1%	-3%	-14%[0.074 µM]
18	CSc1ccccc1C(=O)NCC(c1ccco1)N1CCCCC1 (configuration not stated)	4%	3%	2%	8%	-4%	-6%	5%	-1%[10 µM]
19	Cc1ccc(O)c(NC(=O)COCc2cc(-c3ccco3)on2)c1	?	.	.	.	-23%	-16%	10%	.
20	O=C(Cc1ccccc1)N/N=C/c1cc(Br)c(Br)o1	1%	-3%	-1%	-4%	-22%	-14%	-5%	4%
21	CN1C(=O)/C(=C/c2cn(CC(=O)N3CCCCC3)c3ccccc23)c2ccccc21	0%	-2%	-6%	-6%	-26%	?	8%	-75%[inhibitor]
22	CC1CCc2nc(N)c(C#N)c(-c3cccn3C)c2C1 (configuration not stated)	3%	2%	0%	-7%	2%	-3%	9%	-8%
23	CC(C)N(Cc1nc(-c2ccccc2)no1)C(=O)COc1ccccc1	10%	0%	2%	5%	-7%	-2%	?	-11%
24	Cc1ccc(S(=O)(=O)N2CCC(n3nnc4cc(C)ccc43)CC2)cc1	-7%	-1%	-2%	-5%	-6%	-7%	-12%	-13%[10 µM]
25	Cc1ccnc(NC(=O)CN(C)S(=O)(=O)c2cccc3nsnc23)c1	2%	-10%	-2%	-12%	-2%	-4%	-3%	-4%
26	COc1ccc(N2CCN(C(=O)c3cc(-c4cccs4)nc4ccccc34)CC2)cc1	-11%	4%	1%	8%	?	-14%	9%	-42%
27	COc1ccc(CNc2ncnc3cc(Cl)ccc23)cc1OC	-11%	0%	.	5%	7%	6%	-1%	17%[10 µM]
28	Cc1ccccc1-n1c(CSC(=N)N)nc2ccccc2c1=O	-4%	4%	-8%	-11%	-6%	?	-8%	10%
29	NC(=O)CSc1nnc(Cc2csc(Nc3ccc(F)cc3)n2)n1Cc1ccccc1	?	2%	-2%	-4%	-26%	?	10%	-3%[1.9 µM]
30	CCOC(=O)c1sc2nc(SCC(=O)N(CC)CC)n(CCCN3CCCC3=O)c(=O)c2c1C	-2%	-11%	3%	-9%	-6%	-14%	9%	-14%
31	CCOC(=O)c1cc2c(ccn2C)n1CC(=O)N1CCC(Cc2ccccc2)CC1	-12%	-4%	-1%	-13%	-12%	?	7%	7%[10 µM]
32	Cc1nc2cc(C(=O)N3CCc4ccccc43)ccc2n1-c1ccc(F)c(F)c1	-3%	-7%	-6%	1%	9%	-7%	3%	-22%[10 µM]
33	CCC1S/C(=C(\C#N)C(=O)NCc2ccco2)N(c2ccc(F)cc2)C1=O (configuration not stated)	-15%	-2%	?	2%	-14%	-6%	-3%	-10%
34	CN(c1ncc(C(F)(F)F)cc1Cl)n1cc(C(N)=O)c2ccccc2c1=O	2%	-15%	-2%	11%	-6%	-9%	1%	24%
35	O=C(N/N=C/c1cccs1)c1cccnc1	3%	-1%	.	-1%	-2%	-2%	4%	4%[10 µM]
36	Nc1ccccc1-c1nnn(CC(=O)N2CCCc3ccccc32)n1	-1%	-2%	10%	-6%	-19%	-15%	2%	-12%[10 µM]
37	NC(=NCCc1ccccc1)NS(=O)(=O)c1ccc(F)cc1	3%	-1%	-8%	-13%	-6%	0%	-1%	26%[10 µM]
38	COc1cc(-c2cc(=O)c3ccccc3o2)ccc1O	2%	-6%&4%	-9%	-6%&-2%	-21%&-11%	?	7%&-5%	-24%[1.9 µM]
39	COc1ccc(CCNC(=O)C2CC3Cn4c(nc5ccccc54)C3N2C)cc1 (configuration not stated)	0%	5%	.	0%	11%	4%	-1%	-4%[10 µM]
40	CN1C(N)=NC(=O)/C1=C/c1ccccc1F	-13%	2%	-3%	-19%	9%	3%	7%	.
41	COc1ccc(NC(=O)C2CC2)cc1NS(=O)(=O)c1ccc(F)cc1	2%	11%	-5%	-18%	-14%	-13%	6%	-2%
42	Cc1ccc(-n2ncc3c(=O)[nH]c(SCC(=O)N4CCN(c5ccccc5)CC4)nc32)cc1	3%	2%	-10%	-10%	5%	-1%	3%	11%[10 µM]
43	Cn1c(=O)cc(N2CCN(C(=O)c3ccco3)CC2)[nH]c1=O	-3%	-8%	.	-5%	6%	-1%	-7%	-15%[10 µM]
44	O=C(NCCCN1CCOCC1)c1ccc(-n2nc(C(F)(F)F)cc2-c2cccs2)cc1	8%	5%	-7%	3%	-17%	-2%	-5%	-80%[inhibitor][10 µM]
45	CC(C)(C)OC(=O)N1CCC[C@H]1C(=O)N/N=C/c1ccc2ncccc2c1	-1%	1%	-7%	-6%	-5%	-7%	-3%	8%[10 µM]
46	COc1ccc(CCNC(=O)CNC(=O)Cn2ccc3ccccc3c2=O)cc1OC	5%	7%	.	2%	-8%	.	-1%	-15%[10 µM]
47	CCCC(=O)Nc1nnc(Cc2ccccc2)s1	3%	3%	-1%	2%	-1%	7%	-1%	12%
48	Cc1cccn2cc(CNC(=O)c3ccco3)nc12	5%	3%	-4%	4%	-10%	-6%	-9%	-9%
49	Cc1ccccc1C(=O)Oc1ccccc1N1C(=O)C2CC=CCC2C1=O (configuration not stated)	10%	-4%	2%	-4%	-6%	-4%	-2%	.
50	CSc1nc(N2CCOCC2)c2ccccc2n1	0%	4%	-14%	-3%	-1%	-6%	0%	-14%[1.9 µM]
51	Nc1c(C(=O)c2cccs2)sc2nsc(SCCN3CCCCC3)c12	2%	-6%	.	-11%	?	4.5µM*	?	33%[10 µM]
52	Cc1cccc(NC(=S)N(Cc2ccc(Cl)cc2)Cc2ccc(C(=O)O)cc2)c1	-5%	-25%	8%	-1%	-17%	-11%	0%	-34%[inhibitor]
53	Cc1ccccc1CSc1nnc(-c2ccccn2)n1N	0%	14%	-10%	12%	-2%	-9%	-1%	-18%[0.074 µM]

The order is random; 3.3% or so of the library scored in one or more.
